Compound activity from PubChem.
DENV2 CPE rescue – inhibitors of DENV2 cytopathic effect. DENV2-infected cells, cytopathic effect rescue, plate reader. CPE inhibition, % at 9.99 µM. 350,000 tested, 1.7% active; in the data active = CPE inhibition above about 20%, passing the limit was not always enough; inconclusive = no clear call, values can overlap the other calls; tested in BHK-21 cells;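 also: 0% = median of neutral control wells and 100% = median of positive control wells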
F508del corr – CFTR F508del correction in bronchial cells; AID 720511; activity (quench increase), % at 7.58 µM; CFBE cells, YFP halide quenching; stimulated with forskolin plus potentiator P3; % fluorescence drop versus neutral controls; 350,000 tested, 0.36% active;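 active = mean added fluorescence quench of at least 8% versus neutral control, with both replicates also reaching 8%; inconclusive = only one of the mean or replicate conditions met; inactive = mean below 8% and not both replicates reaching 8%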;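 also: cells transiently co-express mutant CFTR-F508del with the halide-sensitive YFP; corrector assay measuring rescue of mutant channel to the surface after 24 h compound exposure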
RAD54 branch – blocks human RAD54 Holliday junction branch migration; FAM/BHQ fluorescence; inhibition, % at 10.4 µM; 360,000 tested, 0.14% active;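 active = mean normalized replicate activity at least 40 and at least half of replicates scoring 40 or more; inconclusive = only one of the two criteria met; inactive = mean below 40 and under half of replicates reaching 40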;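 also: 0% = median of neutral control wells and 100% = median of positive control wells; inhibitors cause a drop in the FAM fluorescence signal; in these data hits start at about 50%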
CASP6 VEID inh – inhibitors of human caspase-6; purified caspase-6, Z-VEID-R110 cleavage fluorescence; inhibition, % at 12.5 µM; 350,000 tested, 0.53% active; AID 686996;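 active = mean inhibition across replicates at least about 35%, with every replicate also reaching that limit, limit read from the data; inconclusive = only one of the two criteria met; inactive = neither criterion met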;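 also: 0% = median of neutral control wells and 100% = no fluorescence left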
Target sequence (P55212 24-179 limits assumed): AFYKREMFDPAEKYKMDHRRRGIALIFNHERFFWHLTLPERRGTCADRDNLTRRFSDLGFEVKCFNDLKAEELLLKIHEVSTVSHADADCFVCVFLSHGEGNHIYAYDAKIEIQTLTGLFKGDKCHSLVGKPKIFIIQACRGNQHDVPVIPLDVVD
Target sequence (P55212 194-293 limits assumed): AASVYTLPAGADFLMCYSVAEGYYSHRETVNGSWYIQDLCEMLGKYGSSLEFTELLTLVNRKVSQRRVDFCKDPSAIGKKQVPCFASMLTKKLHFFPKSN
E-sel inducer – E-selectin induction on HUVECs | 260,000 tested, 0.37% active | HUVEC E-selectin immunofluorescence imaging; normalized: neutral wells 0, TNF-alpha wells 100 | activation, % at 7.58 µM;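 active = mean E-selectin-positive cell signal at least 10% of the positive control, reached in at least 60% of replicates, without over 20% cell loss; inconclusive = no rule given, readout overlaps actives, possibly toxicity-flagged; inactive = the rest, including those meeting only one limit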;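 also: in these data hits start at about 27%; measured in HUVEC primary endothelial cells; signal is the percent of cells scored E-selectin positive by PE staining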
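System: HUVEC, human umbilical vein endothelial cells; quantity: 3,000 cells/well; buffer or medium: EGM-2 medium, gelatin-coated wells; dosing: single-point compound dose; detection: immunofluorescence imaging; evaluation: % PE-positive cells; benchmarks: TNF-alpha, DMSO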
RAD52 anneal inh – blocks human RAD52 DNA annealing | recombinant RAD52 DNA annealing, FRET fluorescence | inhibition, % at 18.7 µM | 360,000 tested, 0.46% active | AID 651710;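 active = every replicate showing at least 50% inhibition; inconclusive = mean inhibition at least 50% but not in every replicate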
Target sequence (P43351 whole entry, looked up): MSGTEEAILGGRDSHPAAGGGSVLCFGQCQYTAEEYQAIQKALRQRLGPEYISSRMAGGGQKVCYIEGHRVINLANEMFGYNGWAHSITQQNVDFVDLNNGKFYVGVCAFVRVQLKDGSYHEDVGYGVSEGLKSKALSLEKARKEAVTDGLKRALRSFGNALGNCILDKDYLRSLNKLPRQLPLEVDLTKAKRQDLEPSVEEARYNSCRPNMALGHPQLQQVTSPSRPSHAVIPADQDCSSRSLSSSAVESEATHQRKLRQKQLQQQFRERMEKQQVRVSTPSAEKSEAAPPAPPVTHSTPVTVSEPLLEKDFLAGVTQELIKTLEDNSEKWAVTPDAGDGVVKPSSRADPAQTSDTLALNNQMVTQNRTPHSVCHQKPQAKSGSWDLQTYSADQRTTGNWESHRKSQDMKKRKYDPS
GSIS activator – GLuc luminescence reporter in INS-1E cells, primary screen for activators of glucose-dependent secretion of insulin; INS-1E GLuc reporter insulin secretion, 2-3 h; activation, % at 16.6 µM; 370,000 tested, 0.61% active; AID 743287;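 active = lowest replicate activation of at least 40%, so every replicate reaches that level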;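 also: 0% = median of neutral control wells and 100% = median of IBMX positive control wells; some compounds called inactive have numbers as strong as hits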
Xi reactivation – activators of X-chromosome reactivation in mouse fibroblasts | activation, % at 7.58 µM | XiGFP mouse fibroblasts, % GFP-positive cells imaging, 3 d; cells co-treated with 5-aza-dC sensitizer; scaled so ellipticine positive control = 100% | 360,000 tested, 0.055% active;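 active = mean normalized replicate activation at least 10% and every replicate at or above 10%; inconclusive = only one of the two criteria met; inactive = mean below 10% and not all replicates reach 10%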;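 also: 0% = median of on-plate neutral control wells and 100% = ellipticine 6 µM median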
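System: SV40-immortalized XiGFP fibroblast cells, line 68-5-11 / Incubation: 3-day compound exposure, then 15 min fixation at room temperature / Compound: single concentration per compound, delivered by pin transfer / Buffer or medium: DMEM plus 5-aza-dC sensitizer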
* = called active by the depositor; ? = inconclusive; / = not tested or not shown.

Results follow in this order: RAD52 anneal inh	DENV2 CPE rescue	E-sel inducer	GSIS activator	RAD54 branch	CASP6 VEID inh	F508del corr	Xi reactivation
- CCN1C(=O)NC(=O)/C(=C/c2cc(C)n(-c3sc(C)c(C)c3C#N)c2C)C1=O
  -48	9	/	-18	-8	11	/	0.0
- N#CC1=C(N)Oc2c(c(=O)oc3ccccc23)C1c1ccncc1 (configuration not stated)
  -26	2	/	3	2	3	1.4	/
- O=C(N/N=C/c1c(O)n(-c2cccc3ccccc23)c(=O)[nH]c1=O)c1ccncc1
  -144	-1	0.3	26	-26	1	-1.6	-0.1
- O=c1c2ccccc2nc(-c2ccccc2)n1-c1ccccn1
  -12	0	/	-2	/	0	-0.4	0.0
- C=CCn1c(O)c(C(C)=NCCN2CCN(C(=S)NC)CC2)c(=O)[nH]c1=O
  3	?	3.3	0	-15	-1	0.8	0.0
- CCCn1cc(CN2CCCC(C(=O)c3cccc(OC)c3)C2)c(C)n1 (configuration not stated)
  -10	-1	/	-5	/	-3	4.2	0.2
- FC(F)(F)Oc1ccc(NC2=NCCCS2)cc1
  -23	?	0.2	6	-10	-2	1.3	0.0
- CCS(=O)(=O)CCSP(=O)(OC)OC
  4	-3	/	/	/	-3	-1.9	0.0
- COc1cccc(C(c2nnnn2-c2c(C)cccc2C)N2CCC(n3c(=O)[nH]c4ccccc43)CC2)c1OC (configuration not stated)
  3	13	/	-45	2	1	-4.4	0.0
- Cc1cc(OCC(=O)N2C[C@H]3C[C@@H](C2)c2cccc(=O)n2C3)c2c(C)cc(=O)oc2c1
  -2	-12	/	/	-5	5	-1.8	/
- COC(=O)C1=C(c2cc3ccccc3s2)C[C@@H]2CC[C@H]1N2C(=O)N1CCCC1
  -10	14	-0.2	-19	-6	0	-0.3	0.1
- NC12CN3CN(CN(C3)C1)C2 (tested in a mixture with another compound)
  -6	2	/	0	7	-89	-5.7	/
- O=C(NC(=S)N1CC1)c1ccccc1
  -11	7	-0.5	/	0	/	-1.5	0.2
- O=C(Cc1ccccc1)N1CCCCN2[C@H](CO)[C@@H](c3ccc(C#CC4(O)CCCC4)cc3)[C@H]2C1
  /	18	0.1	6	0	/	-1.6	0.2
- C/C=C1/CN2C3CC1C(CO)(C(=O)OC)C2Cc1c3n(C)c2ccccc12 (configuration not stated)
  -33	?	/	6	-8	-1	4.4	/
- COc1ccccc1N1CCN(C2CCCN(C(=O)COc3ccccc3Cl)C2)CC1 (configuration not stated)
  -10	1	-0.4	-3	-11	1	-0.3	0.0
- O=C1CC2OCC=C3CN4CCC56c7ccccc7N1C5C2C3CC46O (configuration not stated)
  -11	11	/	-2	2	2	-0.3	/
- Nc1ccc(-c2ccc(N)cc2)cc1
  7	-5	0.2	-4	0	-3	0.3	0.1
- C[C@]12CCC3C(CCC4=CC(O)CC[C@@]43/C=N/O)C1(O)CCC2C1=CC(=O)OC1 (some centres not stated)
  -14	7	/	-3	/	0	-2.9	0.0
- COc1cc(OC)cc(C(=O)NC(=S)N2C[C@H]3C[C@H](C2)c2cccc(=O)n2C3)c1
  10	-3	/	-5	-24	-4	-2.4	/
- Cc1nn(Cc2ccccc2)c(C)c1C(=O)NCc1ccccc1
  -10	-1	-0.2	-9	-9	-2	-0.3	0.0
- CCCCCN1C(=O)c2cc(OC)ccc2[C@@]2(C(=O)OCC)Cc3cc(Cl)ccc3[C@@H]12
  -13	2	-0.2	-6	/	0	-1.4	-0.1
- CN(C)S(=O)(=O)c1cccc(C(=O)N2CCC(C(=O)O)(c3ccccc3)CC2)c1
  7	-7	/	15	6	1	1.2	0.0
- O=C(O)[C@H]1[C@H](CO)[C@H]2Cn3c(ccc(-c4ccccc4F)c3=O)[C@@H]1N2C(=O)c1cccnc1
  6	0	-0.3	19	2	3	/	0.1
- C/C=C1/CC(C)C(C)(O)C(=O)OCC2CCN3CCC(OC1=O)C23 (configuration not stated)
  -26	-4	/	4	/	0	0.8	0.0
- S=C1NCCN1
  3	-4	-0.2	/	14	-1	4.1	0.7
- Nc1cccc(N=Cc2c(O)n(Cc3ccc(F)cc3)c(=O)[nH]c2=O)c1
  -36	/	/	3	0	4	/	/
- CCCNC(=O)[C@@H]1[C@@H](CO)[C@@H]2Cn3c(cccc3=O)[C@@H]2N1C
  -9	0	0.2	17	2	2	/	0.2
- COCC(=O)N1Cc2ccccc2-n2nncc2C1
  -8	5	0.0	1	-11	-4	4.3	0.6
- CCN(CC)C(=O)[C@@H]1C=C2c3cccc4[nH]c(Br)c(c34)C[C@H]2N(C)C1
  -10	?	/	14	/	13	1.5	/
- CC1CCCN(C(=O)CCl)C1 (configuration not stated)
  -18	-2	/	16	3	-4	-1.2	0.1
- Cc1cc(C(=O)OCC(=O)Nc2ccc(F)cc2)c(C)n1C1CC1
  -53	2	/	0	1	0	1.3	0.0
- O=c1cccc2n1C[C@@H]1C[C@@H]2CN(CC(O)c2ccc([N+](=O)[O-])cc2)C1 (some centres not stated)
  -12	4	1.0	4	-4	0	0.6	0.0
- CCc1ccc(N2C(=O)CC(=O)NC2=O)cc1
  -192	5	-0.3	3	0	-1	-0.6	0.0
- Cc1cccc(CNCCc2c[nH]c3ccccc23)c1
  -116	-4	/	12	6	-2	1.5	0.0
- CC(CC(C)(C)N1CC1)=NNC(=O)Nc1cccc2ccccc12
  -3	12	-0.2	-14	/	13	-3.7	0.0
- CCOC(=O)CC(SP1(=S)OCC2(CC=CCC2)CO1)C(=O)OCC (configuration not stated)
  -7	-6	/	/	4	23	-8.5	-0.2
- O=c1[nH]c(=S)n(-c2ccc(Br)cc2)c(O)c1C=Nc1ccc(N2CCOCC2)cc1
  -76	6	-0.3	-8	0	0	-1.0	0.0
- COc1cc(C(c2c(C)[nH]n(-c3ccccc3)c2=O)c2c(C)[nH]n(-c3ccccc3)c2=O)cc(OC)c1OC
  -9	1	/	-14	-8	21	-0.6	/
- COc1ccc(-n2c(-c3ccc(C)cc3)nc3ccccc3c2=O)cc1
  -7	2	/	/	/	-3	0.5	0.1
- NC(=O)c1ccsc1NC(=O)COC(=O)Cc1ccccc1
  -24	?	0.8	-43	-5	-3	-2.1	-0.6
- CN(C)C1CCc2[nH]c3c(F)cc(F)cc3c2C1 (configuration not stated)
  -3	?	0.3	3	13	-7	0.8	0.3
- NC(=S)/N=C/c1c(O)[nH]c(=O)[nH]c1=O
  -37	-1	/	-6	/	7	-2.8	0.0
- CC(C)(C)C(=O)O[C@H]1CC[C@@]2(C)C(=CC(=O)C3C2CC[C@]2(C)C(=O)[C@H](O)CC32)C1 (some centres not stated)
  -10	?	-0.5	/	-10	-1	1.0	0.0
- CC(=O)OC12COC1CC(O)C1(C)C(=O)C(O)C3=C(C)C(O)CC(O)(C(OC(=O)c4ccccc4)C21)C3(C)C (configuration not stated)
  6	5	2.1	/	/	1	-0.3	0.3
- O=C(Cc1ccccn1)N1CCCCN2[C@H](C1)[C@@H](c1ccc(-c3ccccc3)cc1)[C@@H]2CO
  -21	21*	0.7	2	-1	1	3.8	0.0
- O=C(O)C1Cc2ccccc2N2CCCC12 (configuration not stated)
  35	6	/	-9	6	-14	-0.5	0.1
- Cc1ccc(OCC(=O)N2CCN(Cc3ccc4c(c3)OCO4)CC2)cc1
  -18	-6	/	-4	/	-1	0.4	0.0
- c1ccc2c(c1)[IH]c1ccccc1-2
  47	-5	8.0	-31	52*	-1	-16	-0.3
- C[n+]1c(-c2ccccc2)cc(-c2ccc(Cl)cc2)cc1-c1ccccc1
  0	0	/	-15	/	-5	3.1	0.9
- COc1ccc(NC(=O)c2cn(CCC#N)nc2-c2ccc(OC)c(OC)c2)cc1
  -10	-1	0.0	2	13	1	0.7	-0.2
- C/C(=N\N=C(N)N)c1ccccc1
  -4	-5	0.5	6	6	-4	0.5	0.1
- C/C=C/c1ccc([C@H]2[C@@H](CO)N3CCCCN(C(=O)Cc4cccnc4)C[C@@H]23)cc1
  6	8	-0.1	4	-6	-3	-0.7	0.1
- COc1ccc([N+](=O)[O-])cc1N=Cc1c(O)n(CCc2ccccc2)c(=O)n(C(C)C)c1=O
  -43	1	0.0	1	/	-1	-0.1	0.1
- CCCCC(CC)COC(=O)c1ccccc1C(=O)OCC(CC)CCCC (configuration not stated)
  1	-13	1.4	-2	-5	-3	3.0	0.6
- COC(=O)C1=C(c2ccc(F)cc2OCc2ccccc2)C[C@@H]2CC[C@H]1N2C(=O)NCc1ccccc1Cl
  -8	0	-0.3	0	10	0	2.9	0.7
- CCCCCCC(=O)N/N=C/c1c(O)n(CCCC)c(=S)[nH]c1=O
  -45	-1	/	-4	-2	-10	2.1	-0.1
- Cc1cccc(-n2c(O)c(C)c(=O)[nH]c2=S)c1
  -20	1	/	1	/	3	-1.6	0.3
- COc1cccc(NC(=O)CN2CC(c3ccccc3)CC2=O)c1 (configuration not stated)
  -1	-8	-0.2	7	-9	-2	4.0	0.0
- COc1cccc(C2(O)CCN(CC(=O)Nc3nc(C)cs3)CC2)c1
  -20	2	0.3	1	/	0	4.0	0.4
- COP(=S)(OC)Oc1ccc(SC)c(C)c1
  -4	-6	0.2	21	2	-3	3.1	0.0
- CCCN(CCC)CCc1c[nH]c2ccccc12
  1	8	/	3	/	-1	-1.2	/
- Cc1cccc2nc(-c3ccccc3)c(-c3ccc(CN4CCC(n5c(=O)[nH]c6cc(Cl)ccc65)CC4)cc3)nc12
  -18	-5	-0.2	42*	/	-4	-1.9	-0.3

A second format for part of the listing above.
CCCn1cc(CN2CCCC(C(=O)c3cccc(OC)c3)C2)c(C)n1 (configuration not stated)
  RAD52 anneal inh = -10; DENV2 CPE rescue = -1; E-sel inducer = /; GSIS activator = -5; RAD54 branch = /; CASP6 VEID inh = -3; F508del corr = 4.2; Xi reactivation = 0.2

O=c1[nH]c(=S)n(-c2ccc(Br)cc2)c(O)c1C=Nc1ccc(N2CCOCC2)cc1
  RAD52 anneal inh = -76; DENV2 CPE rescue = 6; E-sel inducer = -0.3; GSIS activator = -8; RAD54 branch = 0; CASP6 VEID inh = 0; F508del corr = -1.0; Xi reactivation = 0.0

CC(CC(C)(C)N1CC1)=NNC(=O)Nc1cccc2ccccc12
  RAD52 anneal inh = -3; DENV2 CPE rescue = 12; E-sel inducer = -0.2; GSIS activator = -14; RAD54 branch = /; CASP6 VEID inh = 13; F508del corr = -3.7; Xi reactivation = 0.0

Cc1cccc2nc(-c3ccccc3)c(-c3ccc(CN4CCC(n5c(=O)[nH]c6cc(Cl)ccc65)CC4)cc3)nc12
  RAD52 anneal inh = -18; DENV2 CPE rescue = -5; E-sel inducer = -0.2; GSIS activator = 42*; RAD54 branch = /; CASP6 VEID inh = -4; F508del corr = -1.9; Xi reactivation = -0.3

A portion of the library. The share of hits here may be higher or lower than overall.
